High-throughput results (PubChem BioAssay)
ABHD5-PLIN5 inh – blocks binding of human ABHD5 to perilipin-5. inhibition, % at 4 µM. AID 602281. Q00G26+Q8WTS1. Split G. princeps luciferase complementation, luminescence, 4 h. actives 0.78% (n = 360,000);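 active means inhibition above the mean inhibition across every tested compound plus 3 SD, cut at about 22% in these data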;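 further: 0% = DMSO only wells and the 100% control is not disclosed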
NR5A2 inv ag – inverse agonists of human LRH-1 (NR5A2). O00482. HEK293T StAR-luciferase reporter, LRH-1 transfected, 24 h. inhibition, % at 3.6 µM. actives 0.13% (n = 360,000). AID 602396;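 active means inhibition above the mean inhibition of all tested compounds plus 3 SD, cut at about 73% in these data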;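 further: 0% = DMSO wells and 100% = reporter-only cells lacking LRH-1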
SRC3 inh – inhibits human SRC3 coactivator; actives 0.17% (n = 360,000); AID 588352; inhibition, % at 3.6 µM; HEK293 GAL4-SRC3 luciferase reporter, luminescence; Q9Y6Q9;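 active means inhibition above a per-campaign cutoff, the mean of all compounds plus 3 SD, cut at about 60% in these data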;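 further: 0% = DMSO-treated cells and 100% = gossypol-treated cells at 36 µM; higher means less SRC3-driven luciferase light from the GAL4 reporter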
NOD2 RIPK2 PPI – NOD2-RIPK2 protein interaction inhibition; O43353; CHO BLA complementation NOD2-RIPK2, CCF4 ratio; inhibition, % at 4.98 µM; actives 0.38% (n = 360,000); AID 624267; in the data active means inhibition above about 21%;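 further: 0% = vehicle only and 100% = reference blocker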
TROY signal inh – TROY signaling inhibition | Q293 LMP1-TROYcd NF-kB luciferase reporter, 4 h | inhibition, % at 10 µM | actives 0.98% (n = 360,000);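 active means compounds whose plate-normalised and pattern-corrected inhibition of the luciferase reporter signal at the single screening dose is 50% or more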
TWEAK-Fn14 inh – blocks TWEAK-Fn14 interaction in a reporter cell assay; actives 2% (n = 360,000); TWEAK-stimulated Fn14 reporter cells, luciferase luminescence, 8 h; inhibition, % at 10 µM; AID 1159606; in the data active means inhibition above about 50%
SRC2 inh – human SRC2 (NCOA2) inhibition; Q15596; HEK293 GAL4-SRC2 luciferase reporter, luminescence; inhibition, % at 9 µM; actives 0.17% (n = 370,000); AID 651957;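 active means inhibition above the mean inhibition of all tested compounds plus 3 SD, set per campaign, cut at about 52% in these data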;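 further: 0% = DMSO treated cells and 100% = cells given Gossypol at 36 µM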
Exocytosis inh – lytic granule exocytosis inhibition; actives 0.66% (n = 360,000); inhibition, % at 10 µM; TALL-104 LAMP-1 surface exposure, flow cytometry; cells stimulated with thapsigargin and PMA;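 active means inhibition above about 55%, limit read from the data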
SRC1 inh – human NCOA1 inhibition. HEK293 GAL4-SRC1 luciferase reporter, luminescence. inhibition, % at 3.6 µM. AID 588354. actives 0.12% (n = 360,000). Q15788;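 active means inhibition above the campaign mean plus 3 SD, with each screening campaign given its own cutoff, cut at about 60% in these data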;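 further: 0% = DMSO treated cells and 100% = gossypol at 36 µM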
NR2F2 inh – NR2F2 (human) inhibition, primary screen; P24468; actives 0.7% (n = 370,000); inhibition, % at 8.6 µM; AID 686940; HEK293T NGFI-A luciferase reporter, luminescence;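 active means inhibition above a per-plate cutoff, mean inhibition of test wells between control levels plus 3 SD, cut at about 38% in these data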;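 further: cells cotransfected with COUP-TFII expression vector driving the NGFI-A reporter; 0% = median of COUP-TF2 test wells and 100% = reporter-only cells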
TLR9-MyD88 inh – inhibitors of human TLR9-MyD88 binding; AID 504734; CHO BLA complementation TLR9-MyD88, CCF4 FRET ratio; actives 0.21% (n = 340,000); Q9NR96+Q99836; inhibition, % at 4.98 µM;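 active means inhibition above the mean over all tested compounds plus 3 SD, cut at about 21% in these data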;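 further: 0% = DMSO only wells and 100% = clavulanate BLA inhibitor control wells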
Starred values were filed as active, the others as inactive; / = not tested or not shown. The list is partial; rates above refer to the full screens.

molecule,ABHD5-PLIN5 inh,NR5A2 inv ag,SRC3 inh,NOD2 RIPK2 PPI,TROY signal inh,TWEAK-Fn14 inh,SRC2 inh,Exocytosis inh,SRC1 inh,NR2F2 inh,TLR9-MyD88 inh
O=C(Nc1ccc2c(c1)OCO2)c1ccc(COc2ccc3c(c2)CCC3)o1,-7,-28,-59,5,-5,-32,-41,-2,-41,-45,-4
CCCCNCCOCCOc1ccccc1-c1ccccc1,-1,-9,1,-5,-7,2,-2,0,-15,11,9
NC(=O)c1sc2nccc(Nc3ccccc3)c2c1N,-7,4,35,4,-6,5,27,2,41,33,-9
O=C(c1ccco1)N1CCN(c2ccccc2F)CC1,-4,-17,-1,-6,-24,-10,-1,0,-7,-17,3
CCOC(=O)c1ccc(NC(=O)c2c(N)n(C)c(=O)[nH]c2=O)cc1,4,-31,-26,-3,-5,-30,-27,1,6,3,8
O=C1NC[C@@H](c2ccccc2)OC(=O)[C@H](Cc2ccc(F)cc2)C/C=C\C[C@@H]1CC(=O)N(CCO)Cc1ccccc1,-4,4,-14,4,-10,19,16,-17,0,10,-3
CCc1nc2c(OCc3ccc(C(=O)N(C)C)cc3)cccn2c1N(C)C(=O)Nc1ccccc1OC,9,7,-31,-15,-1,-41,-14,-2,14,-5,/
COc1ccc(CC(=O)Nc2cc(S(=O)(=O)Nc3ccc(OC)cc3)ccc2OC)cc1,6,4,26,-13,17,7,-16,0,-11,20,-1
CCCSc1ncc(Cl)c(C(=O)Nc2ccc(S(=O)(=O)Nc3ncccn3)cc2)n1,-6,-23,10,-5,-14,58*,9,5,2,-3,-5
C/C(=N\NC(=O)C1CC1)c1cccs1,3,-7,3,2,2,-4,-14,-2,3,-43,-7
CCC1(c2ccc(Cl)cc2)NC(=S)N(c2ccc(C)cc2)N1 (stereo not given),0,-26,-22,-5,-51,-2,-48,0,-46,-6,-1
O=C(c1ccc(Cl)c(S(=O)(=O)N2CCCCCC2)c1)N1CCN(c2ccccc2O)CC1,5,-5,20,4,16,2,6,-2,5,20,1
COc1ccc(-c2cc(=O)oc3cc4occ(C)c4cc23)cc1,-9,-6,12,0,14,11,0,36,-36,4,1
CCN=C(NCC)SC1CC(=O)N(c2ccc(F)cc2)C1=O (stereo not given),10,-13,8,-7,-21,10,-25,2,7,4,-7
Nc1ccc(Br)cc1C(NCC(=O)O)c1ccccc1 (stereo not given),4,-1,15,-10,9,1,-12,-1,-105,-2,/
CC(NS(=O)(=O)c1ccc2[nH]c(=O)c(=O)[nH]c2c1)C(=O)O (stereo not given),4,14,-4,4,1,-2,-27,7,-18,-34,4
CCOP(=O)(OCC)/C(C#N)=C/c1ccc([N+](=O)[O-])cc1,6,2,-4,-8,-7,4,-25,13,1,-8,0
CCC(C(=O)NCc1cccs1)n1nc(C)n2c(cc3occc32)c1=O (stereo not given),3,-8,7,4,6,1,-5,1,-9,8,13
Brc1ccc2c(c1)C(c1cccs1)=NNC(c1cccnc1)=N2,-5,-10,12,-3,7,-19,-1,-3,-11,10,3
COc1ccc(C)cc1S(=O)(=O)N1CCCC(C(=O)N2CCN(c3ccccc3)CC2)C1 (stereo not given),7,-12,21,-1,13,6,8,-4,-21,18,3
COC(=O)c1c(NC(=O)CSc2nnc(-c3cccnc3)n2Cc2ccco2)sc(C)c1C,-5,0,-9,-1,1,0,-4,-2,-23,6,-2
Cc1c(C(=O)N(C)CCn2ccnc2C)oc2c(F)cccc12,-5,11,5,10,-5,-11,0,-4,-23,-3,0
FC(F)(F)c1ccccc1NC(=S)N1CCN(c2ncccn2)CC1,-10,4,12,-8,11,8,21,-8,10,-16,3
Cc1ccc(C)c(N2CCN(C(=O)CCc3nc(-c4ccccc4Cl)no3)CC2)c1,-2,-9,-8,-8,23,9,-17,-4,-37,-4,4
C=CCNC(=S)N1CCN(c2ccc([N+](=O)[O-])cc2)CC1,1,12,22,-7,7,9,13,17,7,-7,1
CN1CCN(c2nc(C#N)cc(-c3ccccc3)n2)CC1,-3,5,18,-3,-17,2,-8,2,12,3,-3
CCc1cc(C(=O)N2CCCC(Nc3ccc(F)c(F)c3)C2)n(C)n1 (stereo not given),0,-12,-9,-4,0,-2,-9,-2,14,4,-8
COc1ccc(-c2nnc(SCC(=O)Nc3cccnc3Cl)n2C)cc1,-14,6,-16,0,-2,4,-6,-12,16,4,-7
O=C(Cn1nc(-c2ccccc2)ccc1=O)Nc1ccc(N2CCN(C(=O)c3cccs3)CC2)cc1,3,-4,16,-4,3,-9,10,-6,-2,20,-5
Cc1ccc(CC2CC(=O)N(c3cc(Cl)ccn3)C2=O)cc1 (stereo not given),-1,11,32,3,-4,3,20,-3,-20,24,-3
O=S(=O)(c1ccccc1)N1CCC(O)(CSc2ccc(F)cc2)CC1,3,27,23,-11,6,23,35,8,12,40*,-2
Cc1ccc(N2CCN(/N=C/C=C/c3ccccc3)CC2)cc1,-1,19,9,-8,-24,-3,9,-1,-4,0,-1
COc1ccc(CCNC(=O)C2(C)CCC(=O)N2Cc2ccc3c(c2)OCO3)cc1OC (stereo not given),3,-13,3,-4,0,-1,0,3,7,4,-1
O=C(O)CCCn1cc(NC(=O)COc2cc(F)ccc2[N+](=O)[O-])cn1,-5,-10,8,-2,-4,3,-2,-2,6,-13,-6
CCN(CC)S(=O)(=O)c1cccc(C(=O)Nc2cc3oc4ccccc4c3cc2OC)c1,-3,2,20,-9,-23,-19,13,0,-15,1,1
c1ccc2nc3[nH]cnc3nc2c1,-2,4,11,-2,33,18,-37,9,-3,-12,-1
O=C(NCCN1C(=O)S/C(=C/c2ccccc2)C1=O)C1CC(=O)N(Cc2ccccc2)C1 (stereo not given),13,-2,-7,2,0,11,-8,3,0,6,3
COc1cc(OC)cc(C(=O)NN(CCC#N)C2=NS(=O)(=O)c3ccccc32)c1,-1,-15,3,-20,-11,13,-15,-8,-14,-18,-1
O=C(Cc1ccccc1)NNC(=O)c1cccs1,2,-11,5,4,-5,0,2,0,8,-7,-5
CC1CN(C(=O)c2ccccc2)OC(c2ccc3c(c2)OCO3)O1 (stereo not given),-7,7,18,2,-2,1,2,0,-10,-12,3
Cc1c(C(=O)NCc2ccc(Cl)c(Cl)c2)sc(=O)n1Cc1cccc(F)c1,-13,-41,11,-14,20,-15,-2,10,-29,3,/
Cc1cc(SCNC(=O)c2ccccc2)ncn1,-12,3,1,-3,4,5,-2,3,-2,5,-5
O=C(c1ccc(Cl)cc1)N(Cc1ccccc1F)N1C(=O)CCCC1=O,-6,11,-17,-3,6,7,-18,0,6,-41,5
Cc1nc2scc(-c3cccs3)c2c(=O)o1,1,19,15,16,16,-21,6,33,3,-4,7
Cc1nn(C)c(C(=O)N/N=C/c2cc3c(cc2Br)OCO3)c1Br,4,4,8,-9,-13,-16,10,-2,4,5,5
Cc1ccc(CCc2nnc(SCC(=O)Nc3cccc(Cl)c3)n2-c2ccccc2)o1,-3,9,-1,8,-11,28,10,6,-10,-5,-19
Cc1cc(-c2nnc(CCC(=O)NCC(C)c3ccccc3)o2)no1 (stereo not given),-6,8,-14,-6,-8,-13,-14,0,-15,11,1
O=C(NCc1cccs1)c1ccc2c(c1)ncn2C1CCCC1,-4,0,14,-3,-42,-45,-23,3,-26,6,10
CCCCC(=O)Nc1ccc(NC(=O)c2ccc([N+](=O)[O-])cc2Cl)cc1OC,-1,-6,-4,-10,-1,-5,-16,-2,-12,-11,-7
Cc1ccccc1NCC(=O)N/N=C/c1c[nH]c2ccccc12,5,23,17,-10,-11,22,12,-3,0,-8,7
Cc1cccc(C2(c3cccc(C)c3)OC(=O)c3ccccc32)c1,-6,15,15,-21,-14,17,-1,5,15,13,6
COc1cc(CCC(=O)N2CCN(S(=O)(=O)c3ccc(C)cc3)CC2)cc(OC)c1OC,1,9,8,6,-29,-8,-21,9,-1,-16,1
Cc1nc(SCC(=O)O)c(C#N)c(C)c1CC(=O)c1ccccc1,1,2,14,7,-16,1,15,-6,-6,12,/
CC(=O)NS(=O)(=O)c1ccc(NS(=O)(=O)c2ccccc2[N+](=O)[O-])cc1,5,-6,7,-3,25,-8,-14,4,-2,4,3
CCOC(=O)Cc1csc(NC(=O)c2csc3c2CCCC3)n1,-3,0,-6,-11,-15,23,-6,-1,-25,-6,-7
O=C(c1ccco1)N1CCN(c2ncnc3c2oc2ccccc23)CC1,5,-49,-36,-6,-23,-10,-21,0,-37,-15,3
CC(=O)c1ccc(N2CCN(c3ccc4cc(S(=O)(=O)N5CCC(C)CC5)ccc4n3)CC2)cc1,9,-14,1,-6,16,2,-9,-1,12,13,2
O=C(CN1CCOCC1)Nc1cccc(Cl)c1Cl,0,-24,-3,12,11,19,1,1,-4,6,-17
